PfHsp40 rescue = rescue of yeast from PfHsp40 toxicity, primary screen, S. cerevisiae, ATP luminescence; S. cerevisiae expressing PfHsp40, growth rescue; growth rescue, % at 12.5 µM; actives 0.68% (n = 340,000); AID 504582, 2011; in the data active = growth rescue above about 28%, passing the limit was not always enough; inconclusive = no clear call, values can overlap the other calls;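 note: yeast W303a lacking pdr1 and pdr3 grown in galactose medium; growth measured after three days at 30 °C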
GDH-TPI inh = GDH-TPI coupling enzyme inhibitors, primary screen, artefact control for M. tuberculosis FBA inhibitor project, biochemical, absorbance, full deck. actives 1.2% (n = 360,000). AID 588335, 2011. inhibition, % at 4.8 µM. GDH-TPI coupled enzyme counterscreen, NADH absorbance; in the data active = inhibition above about 30%;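 note: 0% = DMSO wells and 100% = wells lacking the enzyme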
Anthrax LF prot = Bacillus anthracis LF protease inhibitors, primary screen, biochemical, multiplex microsphere, MLPCN library; actives 0.12% (n = 360,000); multiplex microsphere protease cleavage assay; inhibition, % at 10 µM; Lethal factor (Bacillus anthracis), P15917; note: plate controls were buffer without enzyme for full effect and enzyme alone for no effect
FadD28 binding = inhibitors of FadD28 bisubstrate probe binding, primary screen, biochemical, fluorescence polarization, single point. Mycobacterium tuberculosis FadD28 fatty-acid-AMP ligase. inhibition, % at 12.5 µM. actives 0.22% (n = 360,000); in the data active = inhibition above about 8.5%, passing the limit was not always enough; inconclusive = no clear call, values can overlap the other calls
Mtb BioA inh = M. tuberculosis BioA enzyme inhibitors, primary screen, biochemical, plate reader, single point, HTS | inhibition, % at 9.99 µM | purified M. tuberculosis BioA enzyme | actives 0.096% (n = 360,000) | 7,8-diaminopelargonic acid synthase BioA (Mycobacterium tuberculosis) | AID 602481, 2012; in the data active = inhibition above about 40%; inconclusive = no clear call, values can overlap the other calls
BoNT F protease = BoNT/F light chain protease inhibitors, primary screen, biochemical, flow cytometry, MLPCN library; Botulinum neurotoxin type F light chain protease (Clostridium botulinum); Multiplex microsphere protease cleavage assay; inhibition, % at 10 µM; actives 0.22% (n = 360,000); AID 588497, 2011; in the data active = inhibition above about 35%, passing the limit was not always enough; inconclusive = no clear call, values can overlap the other calls; note: plate controls were buffer without enzyme for full effect and enzyme alone for no effect
FBA Mtb inh = Mtb FBA enzyme inhibitors, primary screen, biochemical, fluorescence, strain H37Rv | actives 2.3% (n = 360,000) | purified M. tuberculosis FBA, fluorescence read-out | inhibition, % at 1 µM | Fructose-bisphosphate aldolase (Mycobacterium tuberculosis (strain ATCC 25618 / H37Rv)), …; in the data active = inhibition above about 27%;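 note: 0% = vehicle and 100% = reference inhibitor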
Target sequence (P9WQA3 whole entry, looked up): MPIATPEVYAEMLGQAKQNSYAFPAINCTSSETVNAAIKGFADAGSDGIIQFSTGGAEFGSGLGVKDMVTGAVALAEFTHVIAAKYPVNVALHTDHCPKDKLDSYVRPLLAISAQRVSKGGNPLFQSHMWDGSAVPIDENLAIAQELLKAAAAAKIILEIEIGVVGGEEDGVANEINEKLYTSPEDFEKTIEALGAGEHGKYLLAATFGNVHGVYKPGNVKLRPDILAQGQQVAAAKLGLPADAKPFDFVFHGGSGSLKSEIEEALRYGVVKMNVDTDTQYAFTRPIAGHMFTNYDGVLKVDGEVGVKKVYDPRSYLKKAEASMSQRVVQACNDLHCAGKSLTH
UGM FP inh = M. tuberculosis UGM enzyme inhibitors, primary screen, biochemical, fluorescence polarization, single point; purified UGM, fluorescence polarization probe displacement; actives 0.06% (n = 320,000); UDP-galactopyranose mutase (Mycobacterium tuberculosis (strain ATCC 25618 / H37Rv)), …; inhibition, % at 10 µM; in the data active = inhibition above about 10%, passing the limit was not always enough; inconclusive = no clear call, values can overlap the other calls
Target sequence (P9WIQ1 whole entry, looked up): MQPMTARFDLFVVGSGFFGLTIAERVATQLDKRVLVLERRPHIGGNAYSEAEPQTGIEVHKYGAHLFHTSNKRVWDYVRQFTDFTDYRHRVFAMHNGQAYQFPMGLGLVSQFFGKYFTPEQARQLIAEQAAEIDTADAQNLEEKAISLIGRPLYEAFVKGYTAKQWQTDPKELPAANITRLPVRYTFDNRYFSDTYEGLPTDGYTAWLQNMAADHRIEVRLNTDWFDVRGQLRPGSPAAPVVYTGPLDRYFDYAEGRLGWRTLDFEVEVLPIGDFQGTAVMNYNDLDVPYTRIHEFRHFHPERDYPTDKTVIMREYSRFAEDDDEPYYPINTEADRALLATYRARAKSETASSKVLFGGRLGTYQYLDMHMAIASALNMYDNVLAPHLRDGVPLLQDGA
BoNT A protease = BoNT/A light chain protease inhibitors, primary screen, biochemical, flow cytometry, MLPCN library; Botulinum neurotoxin type A light chain protease (Clostridium botulinum A str. ATCC 3502); multiplex microsphere protease substrate cleavage; inhibition, % at 10 µM; actives 0.17% (n = 360,000); AID 588499, 2011; note: plate controls were buffer without enzyme for full effect and enzyme alone for no effect
* marks the source's active call; other numbers are inactive results; u = inconclusive; x = no result given. Cut-off read from the data, not from the text of the source, unless noted: active = inhibition above about 30%; inconclusive = no clear call, values can overlap the other calls; inactive = below that.

Screens in order – FBA Mtb inh	FadD28 binding	PfHsp40 rescue	UGM FP inh	BoNT F protease	GDH-TPI inh	Anthrax LF prot	BoNT A protease	Mtb BioA inh
(1) COc1cc2c(cc1NC(=O)CSc1nc3cc(Cl)ccc3s1)oc1ccccc12
  -1	1.5	-0.4	0.2	4	5	0	0.5	0.7
(2) O=[N+]([O-])c1ccc(S(=O)(=O)Nc2nnc(C3CCCCC3)s2)cc1
  0	-6.4	-1.2	2.1	10	1	-4	1.9	0.6
(3) CCc1cccc2c(=O)c(C(=O)NCCN3CCOCC3)c[nH]c12
  -3	-1.9	-0.8	-0.5	8	4	8	0.8	-1.6
(4) O=C(C1CC(=O)N(c2ccc(F)cc2)C1)N1CCCCCC1 (configuration not stated)
  -1	-2.9	0.6	-1.6	-18	-7	3	0.8	0.4
(5) C/C(=N\OC(=O)c1ccccc1)c1c(C)nc2cc(C)ccn12
  1	-1.0	-0.2	-1.5	-4	-1	-2	-1.1	-0.5
(6) COc1ccc(-c2[nH]ncc2/C=N/NC(=O)c2cc(Br)ccc2O)c(OC)c1
  10	4.8	3.9	3.7	0	16	2	-0.2	x
(7) S=C(Nc1cc(Cl)ccc1Cl)Nn1cnnc1
  0	-1.1	0.0	3.8	x	2	x	x	0.0
(8) CC1CCCCN1S(=O)(=O)c1ccc(C(=O)Nc2nnc(C3CC3)o2)cc1 (configuration not stated)
  1	-3.0	-0.3	-0.5	-10	1	-6	-2.2	-1.0
(9) O=C(C[n+]1cc2ccccc2c2ccccc21)c1ccccc1
  10	-1.3	0.6	-0.7	0	6	-8	-0.6	x
(10) COc1ccccc1N1CCN(C(=O)/C=C/c2cccs2)CC1
  0	-3.8	0.4	0.1	-5	9	-2	-0.2	x
(11) COc1cc(Oc2ccccc2)nc(N)n1
  8	-0.7	1.0	-0.5	-7	4	-7	-0.3	x
(12) Cc1ccc(-c2nnc(N3CCN(CCO)CC3)c3ccccc23)cc1
  1	-2.5	-0.4	-1.9	-10	1	-7	-1.2	12
(13) Cc1ccc2nc(-c3ccccn3)cc(C(=O)Nc3ccc4c(c3)OCO4)c2c1
  0	-1.6	-1.6	-1.1	-6	13	-8	0.3	-2.7
(14) CCCCNc1ccc(C(F)(F)F)cc1S(=O)(=O)NCCc1ccc(F)cc1
  -1	-2.5	3.6	x	-2	-4	2	-0.1	-1.1
(15) CCN=c1scc(C)n1/N=C/c1ccsc1
  1	0.7	-1.3	1.2	-38	20	-2	-1.2	0.7
(16) CC(C)(C)n1nc2c(c1NC(=O)COc1ccc3ccccc3c1)CS(=O)(=O)C2
  3	0.6	-0.9	2.0	-12	5	-6	-1.0	1.3
(17) COCCO[C@H]1CCC2C3CC=C4C[C@@H](O)CC[C@]4(C)C3CC[C@@]21C (some centres not stated)
  -3	-4.7	-0.1	-1.3	1	-7	-6	-0.2	-1.2
(18) COc1cccc(-n2nnc3c(=O)n(CC(=O)NC4CCCC4)cnc32)c1
  1	-3.5	-1.3	0.5	0	-1	0	1.0	-2.8
(19) Cc1ccc(N(CC(=O)NCc2ccc3c(c2)OCO3)C(=O)CCC(=O)Nc2ccccn2)cc1
  3	-2.0	-1.0	3.5	-6	1	8	-0.8	-1.3
(20) c1ccc2sc(NC3=NCN(Cc4ccc5c(c4)OCO5)CN3)nc2c1
  -3	-2.2	0.6	4.5	-5	-2	-8	-0.9	x
(21) CCCCN1CC[C@H]2C=CC[C@@H](C(=O)Nc3ccc(Cl)cc3Cl)[C@H]2C1=O
  -2	-2.8	0.6	0.2	-4	4	1	0.1	0.1
(22) CC(=O)CCc1ccc(OCC(O)CNCCOc2ccc(C)cc2)cc1 (configuration not stated)
  -7	-4.5	-2.3	-1.4	-9	1	-2	-1.1	-2.2
(23) O=C(Nc1ncc(Br)s1)C1CCCN1S(=O)(=O)c1cccc2cccnc12 (configuration not stated)
  0	-1.9	-0.7	2.3	-4	1	-4	0.5	-2.5
(24) Cc1cccc(OCC(=O)N2CCN(C(=O)Cc3ccccc3)CC2)c1
  5	u	-0.4	2.9	-2	-9	0	-0.1	2.9
(25) COc1ccc(C2C(C#N)=C(N)N(N(C)C)C3=C2C(=O)CC(C)(C)C3)cc1 (configuration not stated)
  -2	-1.1	0.8	3.0	4	10	7	0.9	x
(26) O=C(Nc1ccc(S(=O)(=O)N2CCCCC2)cc1)c1cnccn1
  -1	2.1	-0.9	-3.3	0	4	-11	-0.6	0.4
(27) COc1ccc(CCC(=O)N2CCc3ccccc32)cc1
  -2	-0.5	-0.6	1.1	1	2	-4	0.7	-1.5
(28) CCc1ccc(N=c2c([N+](=O)[O-])nn(-c3ccccc3)n2O)cc1
  1	1.6	-0.8	2.2	-34	15	-8	-1.7	-0.9
(29) COc1cc(C(=O)NCC(=O)NCCCSc2ccccc2)cc(OC)c1OC
  0	-1.1	-2.2	-1.8	6	4	-2	2.3	0.8
(30) COc1ccc(C(c2sc3nc(C)nn3c2O)N2CCN(Cc3ccccc3)CC2)cc1OC (configuration not stated)
  3	0.6	-0.4	1.6	-7	3	-9	-0.6	2.1
(31) CN=C1CC(C)(C)CC(=O)/C1=C(/O)CCC(=O)NC
  -1	-4.4	0.4	-1.0	u	-12	-1	1.6	-0.1
(32) O=c1sc(Nc2ccccc2)nc2ccsc12
  0	-6.2	-0.6	-0.6	0	9	-5	u	1.1
(33) CC(=NCC1CCCO1)c1c(O)n(-c2ccccc2C)c(=O)[nH]c1=O (configuration not stated)
  1	-3.5	-0.1	1.2	u	0	-8	u	x
(34) O=C(NC1CCCCCC1)c1cc2n(n1)C(C(F)(F)F)CC(c1ccco1)N2 (configuration not stated)
  -1	2.0	-0.3	-1.8	1	-5	-3	0.7	-2.2
(35) Cc1ccccc1OCCCn1c(=O)sc2ccccc21
  -1	-6.0	-0.8	-0.3	1	3	-3	0.6	0.5
(36) COc1cc(/C=C2/C(=O)NN(c3cccc(Cl)c3)C2=O)cc(Br)c1O
  -4	14*	1.8	-2.4	18	24	13	2.1	2.1
(37) CCCn1c(SCC(=O)Nc2ccccc2OC)nnc1-c1ccco1
  0	-3.3	-1.8	3.8	-3	-5	-1	-0.6	17
(38) N#C/C(C(=O)N1CCOCC1)=C1/SC(Cc2ccc(F)cc2)C(=O)N1c1ccccc1 (configuration not stated)
  2	-0.3	-0.6	-3.8	6	11	0	0.4	x
(39) OCCSc1nc(-c2cccnc2)nc2ccccc12
  1	-1.8	6.0	-1.7	1	9	2	1.8	11
(40) C=C[C@@H]1c2cc(C)ccc2N(S(=O)(=O)c2ccc(C)cc2)[C@H](c2ccc(OC(C)=O)cc2)C1(C#N)C#N
  1	1.2	-1.0	0.9	-15	7	-9	-0.8	-0.9

Compounds from the list above containing a Cl atom:
Screens in order – FBA Mtb inh	FadD28 binding	PfHsp40 rescue	UGM FP inh	BoNT F protease	GDH-TPI inh	Anthrax LF prot	BoNT A protease	Mtb BioA inh
(1) COc1cc2c(cc1NC(=O)CSc1nc3cc(Cl)ccc3s1)oc1ccccc12
  -1	1.5	-0.4	0.2	4	5	0	0.5	0.7
(7) S=C(Nc1cc(Cl)ccc1Cl)Nn1cnnc1
  0	-1.1	0.0	3.8	x	2	x	x	0.0
(21) CCCCN1CC[C@H]2C=CC[C@@H](C(=O)Nc3ccc(Cl)cc3Cl)[C@H]2C1=O
  -2	-2.8	0.6	0.2	-4	4	1	0.1	0.1
(36) COc1cc(/C=C2/C(=O)NN(c3cccc(Cl)c3)C2=O)cc(Br)c1O
  -4	14*	1.8	-2.4	18	24	13	2.1	2.1

Three entries from above, reformatted.
nr | SMILES | FBA Mtb inh | FadD28 binding | PfHsp40 rescue | UGM FP inh | BoNT F protease | GDH-TPI inh | Anthrax LF prot | BoNT A protease | Mtb BioA inh
32 | O=c1sc(Nc2ccccc2)nc2ccsc12 | 0 | -6.2 | -0.6 | -0.6 | 0 | 9 | -5 | u | 1.1
33 | CC(=NCC1CCCO1)c1c(O)n(-c2ccccc2C)c(=O)[nH]c1=O (configuration not stated) | 1 | -3.5 | -0.1 | 1.2 | u | 0 | -8 | u | x
34 | O=C(NC1CCCCCC1)c1cc2n(n1)C(C(F)(F)F)CC(c1ccco1)N2 (configuration not stated) | -1 | 2.0 | -0.3 | -1.8 | 1 | -5 | -3 | 0.7 | -2.2

Next section
Screens in order – FBA Mtb inh	FadD28 binding	PfHsp40 rescue	UGM FP inh	BoNT F protease	GDH-TPI inh	Anthrax LF prot	BoNT A protease	Mtb BioA inh
(41) CC(C)(C)CC(=O)Nc1nnc(SCC(=O)N2CCCCC2)s1
  -2	0.1	0.9	1.2	3	-7	11	-2.7	-0.4
(42) Cc1cc(NC(=O)CSc2nc(C(C)(C)C)nc3ccccc23)no1
  -2	-2.5	-1.5	-0.7	0	4	-10	0.2	x
(43) Cc1ccccc1Cn1c(C)c(C(=O)NCc2cccc(C(F)(F)F)c2)sc1=O
  1	-3.7	x	x	3	6	-1	-0.1	-0.6
(44) Cc1ccc(-n2c(=O)cc(N3CC(C)CC(C)C3)[nH]c2=O)cc1 (configuration not stated)
  0	-4.0	-0.7	-0.4	4	-18	-3	0.1	x
(45) COc1cccc(N(C(=O)c2snc(C(N)=O)c2N)C(C(=O)NCC2CCCO2)c2ccc(F)cc2)c1 (configuration not stated)
  11	-5.3	0.3	-0.4	-15	7	6	-1.5	-1.1
(46) COc1ccc(S(=O)(=O)NCc2ccc(C(=O)O)cc2)cc1
  0	-3.3	1.0	-2.1	1	-5	0	-0.5	x
(47) CCOc1ccc(OCC(=O)OCC(=O)NCC2CCCO2)cc1 (configuration not stated)
  -1	-0.8	-1.5	-1.7	-7	2	-7	0.2	-1.6
(48) CCCC(CNC(C)=O)(C1=CCCCC1)c1ccccc1 (configuration not stated)
  -1	-4.2	x	x	10	-7	-11	-0.4	x
(49) CC1CN(C2CCCCC2)C(=O)NC1=O (configuration not stated)
  0	-1.8	2.9	x	4	1	0	-0.2	0.1
(50) CC1=C(C(=O)N2CCOCC2)CC(CC(=O)NCc2cccs2)C(=O)N1Cc1ccc(F)cc1 (configuration not stated)
  0	-1.2	x	x	-1	0	-5	0.1	-1.6
(51) CC(=O)c1ccc(N2CCN(C(=O)CCS(=O)(=O)c3ccc4c(c3)NC(=O)CS4)CC2)cc1
  1	-1.0	0.2	1.7	2	23	-1	-0.7	-1.8
(52) CCn1c(SCC(=O)C(C)(C)C)nnc1-c1ccccn1
  2	-0.5	-0.1	-1.1	-6	-2	2	-0.6	-0.4
